EPAC1 ag = activates human EPAC1 exchange factor; O95398; EPAC1 agonist qHTS, biochemical assay; response scale: 100% = response to 6.5 mM cAMP; Potency, µM (highest dose often 154 µM), for the others: at the highest dose activation, hits mostly activators; 360,000 compounds, 0.073% hits; AID 720707; further: potency means the concentration at half of the fitted maximal effect; nearly all actives have a fitted effect of over 60% in size
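Compounds were pinned as a concentration titration into mixtures of EPAC1 (100 nM), BODIPY-GDP-loaded Rap1B (250 nM) and GDP (50 uM). After 5 min at room temperature, fluorescence was followed for 30 min; activity was scaled to 6.5 mM cAMP.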
EPAC1 antagonist = blocks human EPAC1 exchange factor; O95398; EPAC1 GEF assay, Rap1b-BODIPY-GDP exchange fluorescence; Potency, µM (titrated, usually from 115 µM), for inactives: at the top dose activity change, negative = inhibition, actives largely listed as inhibitors; 360,000 compounds, 0.14% hits; AID 720709;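 further: potency means the concentration at half of the fitted maximal effect; plate controls were vehicle for no effect and positive control for full effect; nearly all actives have a fitted effect of over 50% in size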
CCT modulator = cytosolic chaperonin activity modulation; purified chaperonin ATPase assay, HTRF ADP detection, 30 min; 360,000 compounds, 0.3% hits; activity change, % (concentration not given with the values), hits read low; in the data active means activity change below about -30%; further: on the % scale 0 is the no-effect control and ±100 the full control effect
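TRiC (40 or 20 nM final, by batch activity) in 30 mM Tris pH 7.4, 100 mM KCl, 5 mM MgCl2, 1 mM DTT was treated with compound at 76 uM single dose, then 10 uM ATP, 30 min at 37 °C. ADP was read by HTRF Transcreener.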
PI5P4Ka inh = inhibitors of human PI5P4K alpha. max response, %. 330,000 compounds, 1.2% hits. PI5P4Kalpha enzyme, ADP-Glo luminescence, 60 min; stronger effect = lower value. AID 652105; active means max response of -50% or lower; inconclusive means between -30% and -50%; inactive means -30% or higher; further: value at the top dose of about 77 µM; on the % scale 0 is the no-effect control and ±100 the full control effect
Target sequence (P48426 whole entry, looked up): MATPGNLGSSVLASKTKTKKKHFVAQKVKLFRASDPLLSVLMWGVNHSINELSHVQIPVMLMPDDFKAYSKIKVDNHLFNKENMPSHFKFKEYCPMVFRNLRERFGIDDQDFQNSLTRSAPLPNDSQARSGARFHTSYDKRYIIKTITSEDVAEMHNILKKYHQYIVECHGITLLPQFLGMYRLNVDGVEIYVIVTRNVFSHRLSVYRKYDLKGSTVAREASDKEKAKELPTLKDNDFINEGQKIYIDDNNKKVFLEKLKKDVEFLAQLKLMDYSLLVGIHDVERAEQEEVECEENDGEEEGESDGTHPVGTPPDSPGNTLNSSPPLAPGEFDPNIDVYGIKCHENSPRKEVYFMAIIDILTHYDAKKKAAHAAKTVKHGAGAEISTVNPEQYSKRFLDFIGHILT
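qHTS, 1536-well: enzyme/substrate mix, compound by pin tool, 5 microM ATP final; RT 60 min; ADP-Glo reagents 1 (45 min) then 2 (30 min); luminescence.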
EPAC2 agonist = EPAC2 (human) agonism; 360,000 compounds, 0.079% hits; Potency, µM (highest dose often 154 µM), for the others: at the highest dose activation, most hits filed as activators; Q8WZA2; EPAC2 activation, biochemical qHTS; response scale: 100% = 6.5 mM cAMP response; further: potency means the concentration at half of the fitted maximal effect; nearly all actives have a fitted effect of over 50% in size
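Exchange assay: 100 nM EPAC2 with 250 nM Rap1B-BODIPY-GDP and 50 uM GDP. Fluorescence (ex 480/em 540 nm) read every 5 min for 30 min at room temperature. Data normalized to 6.5 mM cAMP as agonist control.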
IL2 activator = IL-2 activation. IL-2 activation reporter assay, cell-based qHTS; stimulated with anti-CD3/CD4/CD28 beads; in transgenic mouse T cells. 360,000 compounds, 0.065% hits. activation, % (series mostly up to about 46 µM); in the data active means activation above about 50%; inconclusive means mostly about 30% to 49%; further: 0% is about no effect
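First, unstimulated transgenic mouse T cells were exposed to compound for 60 min. Next, anti-CD3/anti-CD4-coated beads with anti-CD28 were added. Finally, after 18 h at 37 degrees C, EGFP and DsRed were imaged.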
WRN inhibitor = blocks human WRN helicase. Q14191. WRN helicase unwinding, fluorescent forked duplex, kinetic. Potency, µM (series often up to 114 µM), without a hit: top-dose activity change, negative = inhibition, hits mostly inhibitors. 360,000 compounds, 0.46% hits. AID 651768; further: potency means the concentration at half of the fitted maximal effect; on the % scale 0 is the no-effect control and ±100 the full control effect; nearly all actives have a fitted effect of over 55% in size
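Primary qHTS, 1536-well format. 20 nM WRN + compound, 15 min RT; start with 100 nM forked fluorophore/quencher duplex, 2 mM ATP (final); kinetic read ex 525/em 598 nm.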
PLK1 PBD block = blocks phosphopeptide binding to human PLK1 polo-box domain. P53350. Potency, µM, inactives show max response, negative = inhibition, most hits filed as inhibitors. Plk1 PBD binding of FITC phosphopeptide, fluorescence polarization. AID 720504. 360,000 compounds, 2.8% hits; further: potency means the concentration at half of the fitted maximal effect; series mostly up to about 57 µM; on the % scale 0 is the no-effect control and ±100 the full control effect; nearly all actives have a fitted effect of over 65% in size
Target sequence (P53350 whole entry, looked up, the tested form may be a part): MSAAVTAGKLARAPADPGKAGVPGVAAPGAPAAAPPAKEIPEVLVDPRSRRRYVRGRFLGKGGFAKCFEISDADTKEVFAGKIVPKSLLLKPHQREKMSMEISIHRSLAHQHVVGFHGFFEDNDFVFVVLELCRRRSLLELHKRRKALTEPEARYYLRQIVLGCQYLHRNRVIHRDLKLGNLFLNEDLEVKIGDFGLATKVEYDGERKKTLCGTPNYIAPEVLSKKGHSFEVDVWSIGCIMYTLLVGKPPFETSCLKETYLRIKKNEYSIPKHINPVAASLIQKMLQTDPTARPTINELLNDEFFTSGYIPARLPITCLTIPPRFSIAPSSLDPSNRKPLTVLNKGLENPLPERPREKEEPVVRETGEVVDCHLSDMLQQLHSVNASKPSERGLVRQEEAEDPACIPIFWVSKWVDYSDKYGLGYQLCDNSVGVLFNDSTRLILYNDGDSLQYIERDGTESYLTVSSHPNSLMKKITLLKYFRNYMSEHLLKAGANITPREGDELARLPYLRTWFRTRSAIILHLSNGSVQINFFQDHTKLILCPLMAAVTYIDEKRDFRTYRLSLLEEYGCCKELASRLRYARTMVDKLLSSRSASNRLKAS
Numbers without * were called inactive; ? = inconclusive; nt = no result given; [ ] = remark or other dose. Unless noted, the call rests on the fitted dose curve; in most records, active means well fitted curve in the direction sought with a large enough effect; inconclusive means small, poorly fitted or top-dose-only effect, or another doubt; inactive means no such curve, though single readings can be large; an effect the other way counts as inactive or inconclusive.

molecule | EPAC1 ag | EPAC1 antagonist | CCT modulator | PI5P4Ka inh | EPAC2 agonist | IL2 activator | WRN inhibitor | PLK1 PBD block
CCC(=O)NC(c1ccc(C)cc1)c1ccc2cccnc2c1O (stereo not given) | -6% | -25% | -0.8 | -9 | -1% | -2.3 | -4%[57.1 µM] | 6%
CCOC(=O)c1ccc2c(c1)sc(=NC(=O)c1ccco1)n2CCOC | -6% | -1% | -0.7 | 4 | -7% | -0.2 | -18% | -7%
Cc1ccc2c(c1)c1n[nH]c(=S)nc1n2CCc1ccccc1 | -3% | 11% | -1.0 | -5 | 3% | 3.7 | -1% | ?
O=C(COC(=O)C1COc2ccccc2O1)c1ccccc1 (stereo not given) | -4% | 2% | -0.8 | 3 | 4% | -2.5 | 4% | 1%
COc1ccc(-n2cnc3cc(C(=O)N4CCOCC4)ccc32)cc1 | 5% | 11% | -5.2 | 3 | -4% | -1.7 | 1% | -25%
Cc1noc(C)c1S(=O)(=O)Nc1ccc(C#N)cc1 | 5% | 6% | -2.8 | -2 | 4% | 3.1 | -3% | -10%
O=C(Nc1cccc(F)c1)c1ccc(Br)o1 | 6% | 9% | 1.4 | 3 | 6% | 0.0 | -6% | -4%
CC(C)N(CCNC(=O)c1oc(=O)c2ccccc2c1-c1ccccc1)Cc1ccco1 | 5% | -4% | 0.2 | 5 | 8% | -3.7 | -5% | -9%
C=CCNc1nc(NCc2ccccc2)c(C#N)c2c1CN(C)CC2 | 3% | 8% | 0.4 | -1 | -4% | 3.6 | -7% | -9%
CCC(C)[C@H]1CN=C(N)N1CCc1cccc(F)c1 (stereo not given in full) | 3% | -1% | -0.3 | 3 | 4% | -3.5 | 0% | 4%
CC(NCC(=O)Nc1cc(S(=O)(=O)N2CCOCC2)ccc1Cl)c1ccc(Cl)cc1Cl (stereo not given) | 2% | 4% | 2.8 | 3 | 14% | -0.8 | -12% | 0%
CCOC(=O)c1cnn(-c2ccccc2)c1NC(=O)CCl | -2% | -12% | -2.7 | -2 | 4% | -2.2 | -8% | -10%
CN(N=Cc1ccccc1)C(=S)Nc1ccccc1 | -11% | -22% | 0.6 | 1 | 8% | 0.5 | 3% | -16%
Clc1ccc(-c2nc(N3CCCCC3)nc3ccccc23)cc1 | -3% | 6% | 0.5 | -4 | 5% | -1.6 | 5% | -2%
O=C1CCC(=O)N1CCSC(=S)N1CCOCC1 | -7% | 7% | -0.8 | 1 | -2% | -2.7 | 10% | -2%
Cc1cc(Br)ccc1SCC(=O)OCC(=O)N1CCN(C(=O)c2ccco2)CC1 | 0% | -7% | -1.3 | -1 | -9% | 0.9 | -2% | -24%
C=CCNC(=O)COC(=O)c1ccc(C)c(NC(=O)c2ccco2)c1 | 1% | -1% | -2.7 | 7 | 9% | 0.3 | -1% | -18%
CCCCN(C(=O)c1cc(S(=O)(=O)N2CCOCC2)ccc1F)c1c(N)n(CCCC)c(=O)[nH]c1=O | 15% | 4% | -0.5 | 4 | 4% | 2.7 | -2% | -4%
COc1ccccc1NC(=O)c1cc2c(CO)cnc(C)c2oc1=Nc1cccc(C(N)=O)c1 | 3% | 0% | 1.1 | 5 | -3% | 0.9 | -1% | -6%
CCOC(=O)/C(C#N)=N/Nc1ccccc1OC | -5% | -7% | 1.8 | 1 | 12% | 0.5 | 9% | 6%
CCc1nc2ccc(C(=O)NCCNC(C)=O)cn2c1N(C)Cc1ccc(OC)cc1 | 2% | -3% | -0.2 | 6 | 5% | -0.7 | -2% | -6%
CN(Cc1ccccc1)C(=S)Nc1cccnc1 | 2% | -21% | 0.4 | 6 | -1% | 0.6 | 5% | 21µM*
COc1c2c(c(C)c3c1C(=O)OC3)O[C@@]1(C)CC[C@@]3(O)C(C)(C)OC(=O)CC[C@]3(C)[C@H]1C2 | -4% | -10% | -3.1 | -18 | 5% | 1.1 | -6%[11.6 µM] | -5%
Nc1ncnc2c1ccn2[C@H]1CN(Cc2ccc(Cl)cc2)C[C@@H](CO)O1 | -5% | 28% | 1.8 | 7 | -2% | -0.4 | -1% | -4%
NC(=O)NC(=O)COC(=O)CCCc1c[nH]c2ccccc12 | 5% | -15% | -0.5 | 4 | 11% | -3.5 | -4% | 0%
Cc1cc(Cl)ccc1NC(=O)CN1C(=O)NC2(CCCc3ccccc32)C1=O (stereo not given) | 4% | -4% | 0.3 | -1 | -6% | -5.1 | -5% | -6%
CCOC(=O)c1nnn(-c2nn3nnnc3c3ccccc23)c1C | 4% | 2% | -2.3 | -2 | -4% | -2.5 | 6% | 0%
NCCc1nnc(SCC(=O)c2ccc(Cl)cc2)o1 | -2% | -6% | 1.4 | 4 | 3% | -2.9 | -6% | 7%
CC(=O)c1ccc(OCCNS(=O)(=O)c2ccc(-n3cnnn3)c(C)c2)cc1 | 8% | -21% | -0.4 | -1 | 9% | -3.4 | -6% | -21%
COc1ccc2c(c1)C=C(CN1CCN(C3CCCC3)C(CCO)C1)CO2 (stereo not given) | -7% | 0% | 2.2 | -3 | -2% | 1.3 | 6% | -2%
CC1CC(C)CN(c2ncnc3c2cnn3-c2ccc(Cl)cc2)C1 (stereo not given) | -10% | 2% | 1.0 | 4 | 7% | 0.4 | -5% | -2%
CCc1nc2c(OCc3ccc(F)cc3)cccn2c1N(C)C(=O)CC(C)C | -4% | -29% | -0.5 | -4 | 12% | -0.3 | 1% | -15%
CN(C)c1c([N+](=O)[O-])ncn1C | 10% | 5% | 0.1 | 2 | 13% | -0.1 | 8% | -8%
O=C(Nc1ccccc1C(=O)N/N=C/c1ccc(O)cc1)c1ccccc1 | 1% | -10% | -3.3 | -7 | 15% | 2.1 | -12% | 0%
O=C(C1CCN(S(=O)(=O)c2ccc(Br)s2)CC1)N1CCN(c2ccccc2)CC1 | 9% | -4% | -0.9 | 1 | 9% | 0.6 | -2% | -2%
COc1cc(/C=C2/C(=N)N3C=CSC3=NC2=O)ccc1OCCCOc1c(C)cccc1C | 29% | -13% | -3.3 | nt | 17% | -2.0 | -21% | -4%
O=C(NCCN1CCNCC1)c1ccccn1 | -5% | 7% | 1.8 | 2 | -3% | -2.8 | 10% | 0%
Cc1cccc(NS(=O)(=O)c2cccc(C(=O)NCC(c3ccco3)N(C)C)c2)c1 (stereo not given) | 4% | 4% | -0.3 | 7 | 5% | -4.0 | -4% | -2%
CCc1nnc(NC(=O)C2CCCN2C(=O)Nc2ccccc2OC)s1 (stereo not given) | 0% | 2% | -1.5 | 0 | 8% | -1.0 | 0% | -9%
CC1=CC2=NC(=O)/C(=C\c3cc(C)n(-c4cccc(Cl)c4)c3C)C(=N)N2O1 | 8% | -29% | -1.8 | 2 | 12% | -0.3 | -13% | -9%
Cc1n[nH]c(C)c1S(=O)(=O)N1CCN(c2ccccn2)CC1 | 9% | 1% | -2.2 | -7 | -18% | -0.5 | 3% | -1%
CN(C)c1ccc(CN(CC2CCCO2)C(=O)c2cccs2)cc1 (stereo not given) | -3% | 25% | 0.4 | 0 | 2% | -3.4 | 0% | -7%
NC(=O)c1ccc(NC(=O)COC(=O)CCN2C(=O)c3ccccc3C2=O)cc1 | 1% | 10% | -1.8 | -5 | -3% | -6.9 | 6% | 3%
O=C(NC1CCCC1)c1ccc(Cl)s1 | -8% | -20% | -0.7 | -9 | 4% | -4.7 | 0% | -13%
CSCCC(NC(=O)COc1ccccc1)C(=O)O (stereo not given) | -5% | -16% | 1.0 | -1 | 1% | 0.8 | -3%[57.1 µM] | 4%
CCC(C(=O)NC1CCCC1)N(C(=O)Cn1nnc(-c2ccc(C)o2)n1)c1cccc(OC)c1 (stereo not given) | -18% | 6% | -3.0 | -3 | -5% | 2.0 | 3% | -5%
CC(=O)Nc1cccc(NC(=O)C2CCCO2)c1 (stereo not given) | 3% | 10% | 1.4 | -5 | 10% | -0.8 | 19% | 3%
COc1ccc(-n2c(N)c(-c3nc4ccccc4n3C)sc2=S)cc1 | 3% | -15% | -1.5 | -7 | 8% | 0.1 | 2% | -29%
O=C1CC(c2ccco2)=Nc2ccccc2N1 | 2% | 9% | -0.7 | nt | -1% | -0.8 | -4% | -4%
COc1nc(N)c(C#N)c(-c2ccc(N(C)CCC#N)cc2)c1C#N | -19% | -3% | -3.1 | -3 | -14% | 0.5 | -11% | 9%
O=C(Nc1nc2ccc(S(=O)(=O)N3CCCC3)cc2s1)c1cccs1 | 1% | 8% | 2.4 | 3 | 3% | -4.7 | -7% | -13%
Cc1cccc(-c2noc(CCC(=O)Nc3ccc(C(N)=O)cc3)n2)c1 | -1% | 10% | 0.7 | 3 | 3% | 1.0 | 5% | -1%
Cc1c(C(=O)Nc2ccc(-c3nnc4n3CCCCC4)cc2)oc2c1ccc1ccccc12 | -3% | -18% | -0.3 | -5 | 7% | -3.1 | 1% | 1%
CC1(C)C(=O)OC(c2ccccc2)C(C)(C)C1=O (stereo not given) | 5% | 9% | -1.7 | 0 | 11% | -0.7 | -17% | 2%
CCN(C(=O)COC(=O)CNS(=O)(=O)c1ccc2ccccc2c1)C1CCCCC1 | 7% | ? | 0.1 | 0 | 13% | 0.9 | 1% | -14%
CC[n+]1ccccc1/C=C1\Sc2ccc(C)cc2N1C | -8% | 2% | 1.7 | 0 | 1% | -1.5 | -18% | 2%
CCOCCCNC(=O)CCS(=O)(=O)Cc1ccc(C)cc1 | 6% | 5% | -1.4 | nt | 2% | -3.3 | 1%[57.1 µM] | 3%
Cc1ccc(S(=O)(=O)N2CCCCC2)cc1NC(=O)C1COc2ccccc2O1 (stereo not given) | 20% | -3% | 0.8 | -28 | 7% | -2.9 | -9% | -5%
O=C(NC(Cc1ccccc1)C(=O)N1CCCCC1)c1ccccc1 (stereo not given) | 0% | -5% | -0.2 | 9 | -4% | -0.6 | -1% | -2%

Compound profiles, as listed above. Screens in order: EPAC1 ag | EPAC1 antagonist | CCT modulator | PI5P4Ka inh | EPAC2 agonist | IL2 activator | WRN inhibitor | PLK1 PBD block
CCN(C(=O)COC(=O)CNS(=O)(=O)c1ccc2ccccc2c1)C1CCCCC1 across the screens: 7% | ? | 0.1 | 0 | 13% | 0.9 | 1% | -14%
O=C(NCCN1CCNCC1)c1ccccn1 across the screens: -5% | 7% | 1.8 | 2 | -3% | -2.8 | 10% | 0%

Bioassay records as filed in PubChem.

Only part of the results is shown. The share of hits here may be higher or lower than overall.
